Source: PubChem BioAssay (Sanford-Burnham Center for Chemical Genomics)
TNAP activation fold: stimulation of alkaline phosphatase TNAP activity – biochemical, luminescent, no phosphate acceptor, uHTS, primary screen (AID 1001); purified TNAP, luminescent activation assay, no phosphate acceptor; higher activation fold means a stronger effect; actives 0.03% (n = 200,000); one-dose activation fold at 20 µM; EC50 in µM for titrated hits; in the data active = activation fold from about 3, or a potency from the dose series; inactive = the rest, 99 in 100 with activation fold below about 1.6; also: many of its hits are not listed in these tables
HEK293 NOD2/NF-kB: inhibition of NOD2-driven NF-kB reporter – cell-based, luminescence, uHTS, HEK293 (AID 1566). HEK293 NOD2/NF-kB luciferase reporter, luminescence; higher % means a stronger effect. inhibition, % at 4 µM; hits with a dose series show EC50 in µM. actives 0.63% (n = 290,000); also: many of its hits are not listed in these tables
human PMI inhibitors: human PMI inhibitors, high substrate, primary screen, biochemical, fluorescence intensity, high mannose 6-phosphate (AID 1220); recombinant PMI enzyme, coupled fluorescence intensity; higher % means a stronger effect; inhibition, % at 20 µM; hits with a dose series show IC50 in µM; actives 0.66% (n = 190,000)
LYP inhibition: inhibitors of LYP phosphatase, biochemical, fluorescence intensity, uHTS (AID 1779). recombinant LYP phosphatase, fluorescence intensity; higher % means a stronger effect. one-dose inhibition, % at 11.5 µM; IC50 in µM for titrated hits. actives 0.054% (n = 290,000);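 also: plate controls were vehicle with enzyme for no effect and no enzyme for full effect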
KOR beta-arrestin-1: KOR antagonists, beta-arrestin recruitment, cell-based, luminescence, uHTS (AID 1778); KOR beta-arrestin recruitment, luminescence, antagonist mode; higher % means a stronger effect; inhibition, % at 10 µM; hits with a dose series show IC50 in µM; actives 0.091% (n = 290,000); also: strong numbers were not always called active
KOR beta-arrestin-2: KOR agonists, beta-arrestin recruitment, primary screen, cell-based, luminescence, uHTS (AID 1777); actives 0.02% (n = 280,000); activation, % at 10 µM; hits with a dose series show EC50 in µM; KOR beta-arrestin recruitment, luminescence; higher % means a stronger effect; in the data active = activation above about 50%, passing the limit was not always enough; also: a part of the inactive calls stands beside numbers as strong as those of hits
XIAP antagonists: small molecules displacing peptide from XIAP – biochemical, IAP family, fluorescence polarization (AID 1018). one-dose displacement, % at 20 µM; IC50 in µM for titrated hits. XIAP BIR domain, fluorescence polarization peptide displacement; higher % means a stronger effect. actives 0.007% (n = 200,000); in the data active = displacement above about 50%; also: a part of the inactive calls stands beside numbers as strong as those of hits
PMI inhibitors: inhibitors of human PMI, primary screen, biochemical, fluorescence intensity, coupled assay (AID 1209); purified PMI enzyme, coupled fluorescence intensity; higher % means a stronger effect; inhibition, % at 20 µM; hits with a dose series show IC50 in µM; actives 0.42% (n = 190,000);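 also: plate controls were DMSO vehicle for no effect and wells lacking substrate for full effect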
NOD1 NF-kB reporter: inhibition of NOD1-driven NF-kB reporter – cell-based, luminescence, uHTS, primary screen (AID 1578); inhibition, % at 4 µM, or EC50 in µM where a hit was titrated; NOD1-driven NF-kB luciferase reporter cells, luminescence; higher % means a stronger effect; actives 1% (n = 290,000); in the data active = inhibition mostly above about 36%, no sharp cut-off; inactive = mostly below about 34%;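 also: HEK-293T reporter cells stimulated with the NOD1 agonist gamma-tri-DAP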
Starred values were filed as active, the others as inactive; . = not tested or not shown; [ ] = remark or other dose. Rule as the data show it, unless noted: active = inhibition above about 50%; inactive = the rest. Not all compounds are listed; rates above refer to the full screens.

Start of the data: the first two entries (preview)
SMILES | TNAP activation fold | HEK293 NOD2/NF-kB | human PMI inhibitors | LYP inhibition | KOR beta-arrestin-1 | KOR beta-arrestin-2 | XIAP antagonists | PMI inhibitors | NOD1 NF-kB reporter
COC(=O)c1ccc2c(=O)n(CC3CCCO3)c(SCC(=O)Nc3ccccc3Cl)nc2c1 (stereo not given) | 1.1 | 4.8% | -2.1% | -6.2% | -24.8% | -4.4% | -17.4% | 9.0% | -25.2%
COCCCNC(=O)CCCn1c(=O)[nH]c2ccccc2c1=O | 1 | 7.0% | -6.8% | -1.6% | -19.3% | 4.8% | -0.2% | -15.5% | -45.7%

The listing, from the first entry:
SMILES | TNAP activation fold | HEK293 NOD2/NF-kB | human PMI inhibitors | LYP inhibition | KOR beta-arrestin-1 | KOR beta-arrestin-2 | XIAP antagonists | PMI inhibitors | NOD1 NF-kB reporter
COC(=O)c1ccc2c(=O)n(CC3CCCO3)c(SCC(=O)Nc3ccccc3Cl)nc2c1 (stereo not given) | 1.1 | 4.8% | -2.1% | -6.2% | -24.8% | -4.4% | -17.4% | 9.0% | -25.2%
COCCCNC(=O)CCCn1c(=O)[nH]c2ccccc2c1=O | 1 | 7.0% | -6.8% | -1.6% | -19.3% | 4.8% | -0.2% | -15.5% | -45.7%
O=C(/C=C/c1ccc([N+](=O)[O-])cc1)N(c1ccccn1)C1CCCCC1 | 0.9 | -18.0% | -68.4% | 6.8% | -18.6% | 8.0% | -6.2% | -38.1% | 10.8%
Cc1cccc(N(CC(=O)NC(C)(C)C)C(=O)CNC(=O)c2cccs2)c1 | 1.1 | 5.6% | -1.7% | -9.2% | -1.8%[20 µM] | -1.9% | -2.2% | -1.2% | 1.8%
COc1cc2c(cc1OC)C(c1ccc(O)cc1)NCC2 (stereo not given) | . | 6.1% | . | -10.6% | -13.3% | 0.5% | . | . | -28.8%
C[C@H](NS(=O)(=O)c1ccccc1)C(=O)OCC(=O)NC(=O)Nc1ccc2c(c1)OCCO2 | 1 | 2.1% | 19.6% | -2.8% | . | 2.6% | -33.1% | 9.4% | -13.6%
Cc1cc(C(=O)NCc2ccccc2)c(=O)[nH]c1C | 1.1 | 10.8% | 11.6% | -4.2% | 12.0% | 3.3% | -3.8% | 10.6% | -2.6%
COC(=O)C1=C(C)N(CCC2=CCCCC2)C(=O)C1 | 1 | -17.2% | 3.8% | -1.2% | 32.8% | -3.0% | -2.3% | 6.1% | -15.4%
O=C(CN1C(=O)NC2(CCCC2)C1=O)Nc1cccc(C(F)(F)F)c1 | . | -0.5% | . | -11.5% | 10.9% | 12.4% | . | . | -30.5%
CCOc1ccc(S(=O)(=O)NCCSCc2ccco2)cc1 | 1 | 1.7% | 6.4% | -9.5% | -34.1% | -1.2% | -16.0% | 12.2% | 3.8%
CCc1n[nH]c(=S)n1/N=C/c1cc(Br)c(OC)cc1OC | 1.3 | 23.4% | -2.2% | 2.0% | 10.0% | -4.2% | -4.8% | 2.6% | 9.4%
COc1cc(OC)cc(-c2nc(=S)n3ccsc3n2)c1 | 1 | 2.2% | -3.1% | -3.6% | 0.1% | -3.4% | -7.6% | -2.3% | -29.6%
COc1cccc(NC(=O)CCC(=O)Nc2cc(OC)c(NC(=O)c3cccs3)cc2OC)c1 | . | 5.7% | . | -10.9% | -27.1% | -2.7% | . | . | -18.5%
O=C(NNC(=S)Nc1ccc(F)cc1)c1cccc([N+](=O)[O-])c1 | . | -20.3% | . | 1.4% | -1.6% | -0.2% | . | . | -6.4%
COc1ccc(N2C(=O)C3C(C2=O)C2C=CC3C23CC3)c([N+](=O)[O-])c1 (stereo not given) | 1 | 6.7% | 2.2% | -8.0% | -6.4% | -0.9% | -6.9% | 1.5% | 15.6%
O=C(COC(=O)c1ccc(CO)cc1)Nc1ccc(OC(F)F)cc1 | 1 | -8.5% | 9.0% | -5.1% | -15.3% | 2.4% | -1.2% | 6.2% | -57.9%
CCOc1cc(C2C(C(=O)OC)=C(C)N=C3SC(C)C(=O)N32)ccc1OC(C)=O (stereo not given) | 1 | 9.9% | 1.1% | -0.2% | 15.1% | 0.0% | -1.9% | -1.6% | 12.5%
O=C(C1CC(=O)N(c2ccccc2)C1)N1CCN(C2=NS(=O)(=O)c3ccccc32)CC1 (stereo not given) | 1.1 | 22.0% | 6.7% | 0.1% | -27.2% | -3.0% | -7.6% | 10.9% | 27.5%
O=C(Cc1ccccc1)NNC(=O)c1ccccc1C(=O)O | . | 2.2% | . | -5.3% | 14.9% | -2.8% | . | . | -9.0%
O=C(N/N=C/c1ccccc1O)c1cc(=O)[nH]c2ccccc12 | 2.2 | -55.2% | -11.1% | -4.1% | 2.0% | -2.9% | 1.3% | 3.8% | 1.8%
CCOC(=O)c1c(C)n(-c2ccc(OC)cc2)c2c(C/C(C)=N/O)c(Br)c(OC)c(O)c12 | 1.1 | 3.5% | -6.2% | -7.6% | -4.1% | -3.1% | -2.3% | -0.3% | 7.4%
CN1CCN(C(=S)NC(=O)c2ccccc2Br)CC1 | . | 12.4% | . | -3.7% | 16.2% | 2.5% | . | . | -7.1%
COc1ccc2[nH]c(C)c(C(=O)CN3CCc4cc(OC)c(OC)cc4C3)c2c1 | 1.1 | 9.0% | -8.9% | -3.3% | 10.0% | 0.3% | -22.0% | -13.7% | -25.8%
CC1(C)C[C@@H]2C[C@@](C)(CN2C(=O)c2cc(COc3cccc(C(F)(F)F)c3)on2)C1 | . | 3.4% | . | 6.4% | -17.4% | 1.7% | . | . | -26.3%
Cc1cc(-c2ccc(S(=O)(=O)N3CCc4ccccc4C3)s2)on1 | . | 14.9% | . | -7.6% | 9.7% | 0.6% | . | . | -5.2%
COc1ccc(/C=C2/NC(=O)CNC2=O)cc1 | . | 6.0% | . | -3.8% | 12.4% | -1.8% | . | . | -6.8%
N#Cc1ccc(Oc2c(Cl)cncc2Cl)cc1 | . | -180.2% | . | -5.8% | 27.1% | -2.3% | . | . | -6.0%
Cc1ccc(Cn2c(N)nc3ccccc32)cc1 | . | 31.2% | . | -12.4% | -6.6%[20 µM] | -1.9% | . | . | 41.8%
O=C(c1cccc(N2C(=O)C3C4C=CC(C4)C3C2=O)c1)N1CCCc2ccccc21 (stereo not given) | 1.1 | 7.4% | 14.3% | -0.6% | -11.5% | -0.2% | -3.6% | 5.0% | -37.2%
Cc1ccc(Sc2nc(-c3ccccc3)nnc2C(F)(F)F)cc1 | 1.1 | 7.0% | 7.3% | 4.7% | -25.6% | -0.4% | -2.6% | 10.4% | 23.0%
COC(=O)c1sccc1NC(=S)Nc1ccccc1 | 1.1 | -4.8% | -5.6% | -6.9% | 11.2% | 1.2% | -2.9% | -3.5% | -29.6%
CCc1ccccc1NC(=O)c1ccc2c(O)c(S(=O)(=O)c3ccc(OC)cc3)c(=O)[nH]c2c1 | . | 12.0% | . | -10.3% | 0.3% | 3.3% | . | . | 15.5%
Cc1cccn2c(=O)c3cc(C(=O)NC4CCCC4)c(=N)n(C4CCCCC4)c3nc12 | . | 4.4% | . | -27.2% | 9.7% | -0.9% | . | . | -31.2%
Cc1nc2c(=O)n(-c3ccc(F)cc3F)nc(C)c2s1 | . | 11.5% | . | -7.0% | 16.7% | 2.9% | . | . | 0.6%
CCOCCCN(C)C1CCN(C(=O)c2oc3ccccc3c2NC(=O)c2ccc(F)cc2)CC1 | . | -21.7% | . | -9.2% | 30.1% | -8.2% | . | . | -18.3%
Cc1cccc(C(=O)Oc2ccccc2/C=N/NC(=O)c2ccc(NC(=O)C(C)(C)C)cc2)c1 | 1.2 | -11.2% | -0.3% | 0.6% | 22.6% | 3.1% | -8.7% | 4.3% | -23.6%

Complete entries from above. Order of values: TNAP activation fold	HEK293 NOD2/NF-kB	human PMI inhibitors	LYP inhibition	KOR beta-arrestin-1	KOR beta-arrestin-2	XIAP antagonists	PMI inhibitors	NOD1 NF-kB reporter
Shown for COC(=O)c1sccc1NC(=S)Nc1ccccc1 : 1.1	-4.8%	-5.6%	-6.9%	11.2%	1.2%	-2.9%	-3.5%	-29.6%
Shown for Cc1cccc(C(=O)Oc2ccccc2/C=N/NC(=O)c2ccc(NC(=O)C(C)(C)C)cc2)c1 : 1.2	-11.2%	-0.3%	0.6%	22.6%	3.1%	-8.7%	4.3%	-23.6%
Shown for Cc1ccc(Cn2c(N)nc3ccccc32)cc1 : .	31.2%	.	-12.4%	-6.6%[20 µM]	-1.9%	.	.	41.8%
Shown for CCc1ccccc1NC(=O)c1ccc2c(O)c(S(=O)(=O)c3ccc(OC)cc3)c(=O)[nH]c2c1 : .	12.0%	.	-10.3%	0.3%	3.3%	.	.	15.5%

Next entries follow.
SMILES | TNAP activation fold | HEK293 NOD2/NF-kB | human PMI inhibitors | LYP inhibition | KOR beta-arrestin-1 | KOR beta-arrestin-2 | XIAP antagonists | PMI inhibitors | NOD1 NF-kB reporter
O=C(N=C1c2ccccc2CN1c1cccc(Cl)c1)c1cccnc1 | 1 | -83.9% | -15.7% | -6.2% | 14.4% | -7.5% | -4.2% | -12.1% | -27.6%
c1ccc(N2CCN(CCc3nnc4n3CCCCC4)CC2)cc1 | 1.1 | 2.4% | 11.6% | -5.4% | -19.0% | -2.9% | -3.9% | 11.9% | -12.3%
COCCn1c(=S)[nH]c2cc(C(=O)N3CCc4ccccc43)ccc2c1=O | 1.1 | 33.6% | 8.3% | 6.7% | -45.4% | 0.5% | -6.3% | 4.8% | 21.7%
CCOC(=O)CC(=O)NC1(Cc2ccc(O)cc2)CCCCC1 | 1.1 | 11.4% | -9.0% | -5.3% | -12.8% | -4.0% | -3.1% | -7.2% | -10.5%
OCCn1nc(-c2ccccc2)cc1-c1ccccc1 | . | 8.7% | . | -5.6% | -28.5%[20 µM] | 5.1% | . | . | -1.5%
O=C1C2CC=CCC2C(=O)N1c1cccc(OS(=O)(=O)c2ccc3ccccc3c2)c1 (stereo not given) | 1 | 15.8% | 0.7% | -6.6% | -8.4% | -1.4% | -6.7% | 5.0% | 7.7%
COc1cccc(OCc2cc(C(=O)N3CCCC3c3ccccn3)no2)c1 (stereo not given) | . | -35.0% | . | -8.6% | -18.1% | 2.2% | . | . | -82.9%
O=C(NCCCc1ccccc1)c1cc(COc2c(F)cccc2F)on1 | . | -29.3% | . | -5.6% | -38.6% | 8.0% | . | . | -4.8%
CCOc1nc2ccccc2nc1NS(=O)(=O)c1ccccc1 | 1.1 | 8.4% | -2.8% | -0.2% | 14.4% | -3.5% | -7.8% | -2.2% | -39.8%
COC(=O)c1ccccc1NC(=O)CSc1nnnn1-c1ccc(C)cc1C | 1 | 29.0% | 4.8% | -5.8% | -45.8% | . | -4.3% | 12.3% | 50.6%
CCN1C(=O)[C@H]2[C@@H](c3ccc(Cl)cc3)N3C(=O)CN(CC4CC4)C(=O)[C@@]3(Cc3ccccc3)[C@H]2C1=O | . | 11.0% | . | -13.8% | -0.2%[20 µM] | -4.1% | . | . | -4.8%
Cc1[nH]c(C)c(S(=O)(=O)Nc2ccccc2Cl)c1C(=O)N1CCCC1 | . | 6.6% | . | -8.6% | -9.1% | -5.5% | . | . | -5.0%
CCC1C(c2ccccc2)N(C)C(c2ccccc2)CC1(O)c1ccccc1 (stereo not given) | 1.1 | 5.6% | 14.1% | -0.8% | -5.4%[20 µM] | -2.8% | -1.8% | 15.0% | 38.7%
COC(=O)[C@@H](C)NC(=O)c1ccc2oc(CCc3ccccc3)nc2c1 | . | -27.6% | . | -0.2% | 14.7%[20 µM] | -4.1% | . | . | -49.9%
O=C(c1ccc(Cl)c(S(=O)(=O)N2CCCC2)c1)N1CCOCC1 | . | -12.0% | . | -2.6% | 0.8% | -1.0% | . | . | -48.0%
Cc1ccc2nc(N3CCN(Cc4nnnn4C4CCCC4)CC3)c(C#N)cc2c1 | 1 | 9.1% | 4.8% | -9.5% | -25.2% | -1.0% | -3.1% | -9.7% | 0.0%
